# HTR5A inv ctr: HTR5A inverse agonism, opioid heterodimer counter-screen; P47898; HTR5A cell line, luminescence; inhibition, % at 9.3 µM; 0.083% of 340,000 active; AID 504634; in the data active = inhibition mostly above about 23%, no sharp cut-off; inactive = mostly below about 18%;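 note: 0% = cells with DMSO and 100% = no-cell wells with DMSO; some compounds called inactive have numbers as strong as hits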
# Target sequence (P47898 whole entry, looked up): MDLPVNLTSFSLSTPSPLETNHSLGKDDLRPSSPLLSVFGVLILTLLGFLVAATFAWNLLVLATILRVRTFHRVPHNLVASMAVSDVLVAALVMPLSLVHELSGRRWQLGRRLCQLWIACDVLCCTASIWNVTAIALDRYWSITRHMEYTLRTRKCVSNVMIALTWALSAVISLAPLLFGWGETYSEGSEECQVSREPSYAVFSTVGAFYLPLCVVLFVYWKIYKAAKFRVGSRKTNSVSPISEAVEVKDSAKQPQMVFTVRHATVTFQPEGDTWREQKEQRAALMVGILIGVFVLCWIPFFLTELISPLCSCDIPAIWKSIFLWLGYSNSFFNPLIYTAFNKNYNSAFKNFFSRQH
# Tat transport: blocks Tat-dependent protein export in E. coli | inhibition, % at 10 µM | 0.036% of 340,000 active | E. coli MC4100 TorA-mCherry Tat export, fluorescence;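 active = mean replicate inhibition at least 50% and at least half of replicates individually reaching 50%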;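 note: exported cargo escapes ClpAP degradation while cytoplasmic cargo is degraded and loses fluorescence; 0% = median of neutral control wells and 100% = median of NaSCN control wells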
# PKA-R1A activ: activators of PKA-R1A complex; PKA-R1A dissociation, Cy5-IP20 fluorescence polarization; scaled: DMSO 0%, 113 µM cGMP 100%; 0.083% of 340,000 active; P00514+P68181; activation, % at 11.4 µM;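 active = percent activation above the mean of all tested compounds plus 3 SD, cut at about 19% in these data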;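 note: higher means more PKAc released from R1A so a rise in polarization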
# MOR-DOR ag: OPRM1-OPRD1 heterodimerization agonism; cells, luminescence; AID 504326; P35372+P41143; 0.3% of 340,000 active; activation, % at 9.3 µM; in the data active = activation above about 18%;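 note: 0% = vehicle-treated cells and 100% = reference agonist; values of inactives mirror those of a sister screen read the other way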
# Mot1-301 SUMO: SUMOylation pathway inhibition by Mot1-301 growth rescue. growth rescue, % at 18.8 µM. 1% of 320,000 active. AID 2716. S. cerevisiae Mot1-301 growth rescue, ATP luminescence, 38.5C; percent above DMSO median, 100 means doubled;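 active = every valid replicate shows activation above 250% relative to neutral control wells; inactive = the rest, any valid replicate at or below 250%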;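 note: OY570 slx delta 5 strain wells were the positive control but not used for scaling; some compounds called inactive have numbers as strong as hits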
# PKA-R2B act: activators of human PKA-R2B complex. activation, % at 11.4 µM. 0.079% of 340,000 active. PKA-R2B holoenzyme dissociation, Cy5-IP20 fluorescence polarization; R2B truncated from residue 108, S112A mutant; 0% DMSO only, 100% 113 µM cGMP. AID 504700;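 active = activation above a cutoff set at the mean over all compounds plus 3 SD, cut at about 18% in these data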;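 note: higher means more holoenzyme dissociation and a rise in polarization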
# Target sequence (P31323 whole entry, looked up, other chains not shown, the tested form may be a part): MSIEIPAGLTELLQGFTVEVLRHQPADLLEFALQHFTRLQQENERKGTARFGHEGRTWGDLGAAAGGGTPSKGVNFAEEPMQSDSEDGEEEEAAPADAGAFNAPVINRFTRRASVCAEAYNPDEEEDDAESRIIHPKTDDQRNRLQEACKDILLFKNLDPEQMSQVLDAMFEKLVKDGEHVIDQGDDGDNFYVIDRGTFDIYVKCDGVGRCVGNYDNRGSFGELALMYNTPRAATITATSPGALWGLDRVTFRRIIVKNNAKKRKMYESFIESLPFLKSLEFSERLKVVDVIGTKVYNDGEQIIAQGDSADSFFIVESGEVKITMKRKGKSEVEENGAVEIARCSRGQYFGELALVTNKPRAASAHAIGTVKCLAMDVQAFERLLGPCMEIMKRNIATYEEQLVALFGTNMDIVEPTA
# AddAB inh: less growth of phage-infected E. coli with AddAB; AID 435030; 0.29% of 330,000 active; inhibition, % at 11.9 µM; E. coli expressing H. pylori AddAB, absorbance growth; in the data active = inhibition above about 12%;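 note: 0% = vehicle wells of infected cells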
# PfHsp90 yeast 2: inhibits growth of yeast expressing Plasmodium falciparum Hsp90; S. cerevisiae expressing PfHsp90, BacTiter-Glo ATP, 48 h; yeast lacking PDR1 and PDR3 efflux regulators; inhibition, % at 9.4 µM; 0.32% of 310,000 active; AID 504621;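 active = every replicate shows inhibition above about 80%, whatever the replicate mean, limit read from the data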;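 note: 0% = DMSO neutral controls and 100% = 20 µM radicicol positive controls; yeast relying on Plasmodium falciparum Hsp90 in place of its own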
# Ecoli viability: bacterial growth inhibition, counter-screen for AddAB inhibitors | E. coli V3065 growth, OD600 absorbance, 18 h | AID 449728 | 0.27% of 330,000 active | inhibition, % at 11.9 µM;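 active = inhibition above the campaign's mean inhibition across all tested compounds plus 3 SD, cut at about 9.9% in these data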;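 note: uninfected addAB+ strain grown without phage in ampicillin broth; 0% = DMSO wells and 100% = ciprofloxacin 0.95 µg/ml wells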
# phage Ecoli inh: E. coli growth loss with phage present. growth absorbance. inhibition, % at 11.9 µM. 0.26% of 360,000 active; in the data active = inhibition above about 11%
# MOR-DOR inv ag: inverse agonists of human mu-delta opioid receptor heterodimerization; cell-based MOR-DOR heterodimer luminescence, inverse agonism; inhibition, % at 9.3 µM; 0.21% of 340,000 active; AID 504357; in the data active = inhibition above about 22%, passing the limit was not always enough;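 note: 0% = cells with DMSO and 100% = wells without cells with DMSO; values of inactives mirror those of a sister screen read the other way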
# * hit, by the source's call; . = not tested or not shown.
item	mol	HTR5A inv ctr	Tat transport	PKA-R1A activ	MOR-DOR ag	Mot1-301 SUMO	PKA-R2B act	AddAB inh	PfHsp90 yeast 2	Ecoli viability	phage Ecoli inh	MOR-DOR inv ag
1	O=c1[nH]n2cc(-n3cc([N+](=O)[O-])cn3)cnc2c1Br	-23	-14	-14	-2.2	.	0	0.2	-1	-0.1	2.0	12
2	CCCCc1nc2cc(C(=O)N3CCC(OCCOC)CC3)ccc2o1	30	-8	1	-1.4	-9	6	2.5	-16	-0.8	-0.2	8
3	COc1cccc2cc(C(=O)CS(=O)(=O)c3ccc(C(C)(C)C)cc3)c(=O)oc12	2	4	-8	-2.6	34	-2	2.4	5	0.2	0.6	13
4	Cc1ccccc1C(=O)Oc1cc(N)n(S(=O)(=O)c2ccccc2)n1	0	-3	6	-0.3	-11	-11	-0.4	-7	2.3	3.2	2
5	CC(C(=O)N1CCCC1)N(c1ccccc1)S(C)(=O)=O (stereo not given)	-2	-1	6	-3.7	-11	5	0.5	23	-2.1	1.3	18
6	COc1ccccc1NC(=S)N1CCN(c2ccc(F)cc2)CC1	-2	1	7	-2.4	31	-13	-2.5	-24	-1.8	2.7	12
7	CCOC(=O)N1CCN(C(=O)COC(=O)c2cc(C)ccc2C)CC1	-6	-3	4	-2.7	10	3	-0.9	31	0.3	1.5	14
8	CCOC(=O)CSc1nnc(NC(=O)c2ccc3c(c2)OCO3)s1	-3	-5	-2	-2.4	8	-2	0.6	-13	2.1	-0.4	13
9	COc1ccccc1N1CCN(c2nc(N)c(C#N)c(CC#N)c2C#N)CC1	22	-6	5	1.1	5	2	3.5	-4	0.1	2.1	-6
10	COc1ccccc1OCC(=O)Nc1ccccc1C(=O)N1CCCCC1	0	-3	3	-1.0	-2	9	-0.4	-1	-1.4	1.6	5
11	CCOC(=O)COc1ccc(S(=O)(=O)N2CCN(c3ccccc3F)CC2)cc1	-17	-2	0	-0.2	178	5	0.1	12	-0.4	0.1	1
12	CCOc1ccc(C(=O)NCCCN(CC)CC)cc1	-26	-2	4	-2.3	2	2	-0.6	2	-0.8	0.8	12
13	CC(=O)NC1C(=O)Nc2c(C)cc(C)cc21 (stereo not given)	-21	12	6	-2.5	10	6	2.9	17	0.8	3.5	15
14	CCC(=O)Nc1ccccc1-c1nnn(CC(=O)N2c3ccccc3CC2C)n1 (stereo not given)	1	5	-7	1.9	-8	-5	2.4	15	0.8	2.7	-12
15	Cc1nc2ccc(S(=O)(=O)NCC(=O)N3CCOCC3)cc2s1	5	0	3	0.1	7	4	-1.3	4	-1.6	0.7	0
16	CC1=CC(=O)CC2C1(C)CCC(C)C2(C)CCC(C)CC(=O)O (stereo not given)	0	0	-7	-2.5	17	-7	0.7	20	0.2	1.1	13
17	N#Cc1ccc(OCC(=O)NCC(c2cccs2)N2CCOCC2)cc1 (stereo not given)	-2	0	6	-3.9	0	-4	3.7	-1	1.4	0.2	21
18	COC(=O)[C@H](C)NC(=O)NCc1ccc(S(N)(=O)=O)cc1	-8	-1	-6	-1.7	-4	-6	-1.2	-5	-1.5	-1.2	9
19	O=C(NC1CC1)c1nc(Cn2cc([N+](=O)[O-])cn2)no1	7	-6	-5	-2.3	.	-16	1.6	-3	-2.4	4.9	12
20	CC1CN(C(=O)C(C)Sc2nc3ccccc3s2)CC(C)O1 (stereo not given)	-23	5	-11	-1.1	-6	-9	2.5	-2	-2.2	2.2	7
21	O=C(N/N=C/c1ccco1)C1COc2ccccc2O1 (stereo not given)	-27	0	0	-0.4	-7	-12	2.9	13	2.2	2.6	2
22	CC(C)CC(COCc1ccc(Cl)cc1)N1CCN(C(=O)c2cccc(C(F)(F)F)c2)CCC1=O (stereo not given)	-1	24	-9	0.7	-4	-1	1.0	3	-1.7	1.8	-4
23	N#Cc1ccc(S(=O)(=O)N2CCC(C(=O)Nc3cccc(C(=O)NC4CC4)c3)CC2)cc1	1	-9	4	-1.1	16	2	2.0	16	1.6	1.7	6
24	COc1ccc(Cl)cc1NC(=O)c1nnn(CC(=O)Nc2ccc3c(c2)OCO3)c1N	-16	-4	-3	4.6	-17	8	3.2	-16	-4.2	-1.4	-23
25	CC(C)c1ccc(N(CC(=O)NCc2ccc(F)cc2)C(=O)c2csnn2)cc1	-9	-1	-6	-3.6	-18	-3	2.0	-16	0.8	3.5	16
26	COc1cc2cnc(C3=CCCCC3)cc2cc1OC	3	-5	1	-4.4	18	7	2.4	11	1.8	4.3	20
27	Cc1cc(=O)oc2cc(OCC(=O)Nc3ccc(CN4CCOCC4)cc3)ccc12	-2	-4	-7	-0.1	10	4	3.0	16	1.1	4.7	1
28	O=C(N/C=N/O)C(c1ccccc1)c1ncc(C(F)(F)F)cc1Cl (stereo not given)	-9	-6	-13	0.9	-12	-3	1.8	6	-0.9	2.5	-4
29	CCCCCc1c(C)nc(Nc2ccc(F)cc2)[nH]c1=O	10	-2	0	7.5	-4	-2	1.5	19	-2.4	2.3	-43
30	O=C(c1ccc([N+](=O)[O-])cc1)N1CCN(C(=O)c2cccs2)CC1	9	-4	-8	-1.9	-2	-10	4.0	2	-0.9	1.0	9
31	COc1cccc(NC(=S)N(CCN(C)C)C(C)c2ccco2)c1 (stereo not given)	4	8	-5	-2.2	-11	-3	1.7	2	1.7	4.7	12
32	Nc1nonc1-n1nnc(C(=O)N/N=C/c2c(F)cccc2Cl)c1-c1ccc2c(c1)OCO2	7	-2	-4	-1.6	5	7	1.5	15	-0.8	-1.6	8
33	CN(C)c1ccc(CNC(=O)C2CCN(S(=O)(=O)c3ccc4c(c3)CCC(=O)N4)CC2)cc1	-19	6	8	-1.0	7	4	2.8	-14	-0.8	.	5
34	CC(C)N(C(=O)[C@H]1C[C@H](CC(=O)NCCCn2ccnc2)C(=O)N2CCc3c([nH]c4cc(CCC(=O)N(C)C)ccc34)[C@]12C)C(C)C	2	-1	-5	-2.4	.	4	0.7	-23	-2.1	1.4	12
35	O=C(CCS(=O)(=O)c1ccc(Br)cc1)NCc1ccco1	8	2	5	1.9	16	5	2.6	-18	-1.5	-1.8	-9
36	Cc1ccc(S(=O)(=O)N2CCN(C(=O)CSc3n[nH]c(N)n3)CC2)c(C)c1	12	3	-7	-2.0	0	-12	1.8	5	0.5	2.5	8
37	Cc1nc(N)sc1-c1csc(Nc2ccccc2)n1	-14	8	14	3.6	-17	-12	-3.0	-5	-1.3	-1.9	-22
38	CCOC(=O)c1sc(NNC(=O)c2ccc(C)cc2)nc1C	-16	8	0	-0.5	-9	-2	-3.0	-8	-1.7	-0.7	2
39	CCCCC(CCC(=O)Nc1ccc(C(=O)OCC)cc1)C(=O)O (stereo not given)	-8	-15	-6	1.7	-6	-6	3.7	1	3.9	1.9	-7
40	CC(=O)C(Sc1nc(N2CCOCC2)nc(N2CCOCC2)n1)C(=O)Nc1ccccc1 (stereo not given)	7	19	2	-0.8	7	-12	-0.2	2	-3.2	2.9	4
41	CCOc1ccc(S(=O)(=O)N(CC)CC)cc1NC(=O)CSCc1c(C)noc1C	-16	0	-1	2.5	18	4	0.5	.	-0.1	2.1	-14
42	O=C(Nc1cccc(/C=C/c2nc3ccccc3c(=O)[nH]2)c1)c1ccccc1Cl	16	7	-14	5.3	0	-4	-0.4	-18	0.5	-0.3	-28
43	C/C(CC(=O)Nc1ccc(Br)cc1)=N\NC(=O)c1cccc(O)c1	-8	-7	-5	-3.4	-5	-12	2.5	-17	0.0	1.1	18
44	O=C(NCCCn1ccnc1)c1cccc(S(=O)(=O)NCc2ccccc2)c1	-9	1	0	0.0	-20	0	0.0	0	1.4	0.6	0
45	Cn1c(NC(=O)C2c3ccccc3Oc3ccccc32)cc(=O)n(C)c1=O	-7	8	2	-1.5	.	-13	1.7	-11	-0.4	1.7	8
46	Cc1ccc(C2=NN=C(NC(=O)CSc3nnc4c5ccccc5n(C)c4n3)SC2)cc1	1	5	3	-2.0	-9	-7	-0.6	-6	-3.4	.	10
47	Fc1ccc2nc(Nc3nc4c(F)cccc4s3)sc2c1	3	-7	-6	2.4	-2	-5	2.4	-3	-1.0	3.2	-12
48	COc1cccc(NC(=O)CSc2nc3c(c(-c4ccco4)c2C#N)CCCC3)c1	15	-4	-10	-1.6	7	1	2.1	12	1.0	1.3	8
49	CSc1ccccc1NC(=O)COC(=O)c1ccc(-n2nc(C)cc2C)cc1	3	-2	0	-2.3	0	-3	-0.8	-30	0.5	1.1	10
50	C/C(=N\NC(=O)c1ccc(CSc2nc(C)cc(C)n2)cc1)c1ccco1	-1	-1	6	-1.4	76	2	0.4	19	-1.2	2.3	7
51	O=C(OCC(=O)N1CCN(c2ccccc2)CC1)c1ccc[n+]([O-])c1	11	8	7	0.6	5	1	0.7	-3	-1.3	4.0	-3
52	CN(C(=O)c1ccc(NC(=O)Cc2ccc(NC(=O)C3CCN(C(=O)CCc4ccccc4)CC3)cc2)cc1)C1CC1	11	6	-5	-2.3	-7	4	1.4	17	-0.5	0.9	13
53	CCC(=O)Nc1ccc(C(=O)Nc2cccc(OC)c2)cc1	19	-2	6	-1.1	4	3	2.2	12	0.2	2.4	5
54	Cc1cc(N=Nc2ccccc2)c(NCC(O)C(O)C(O)CO)cc1C (stereo not given)	-4	9	-17	-4.0	.	-4	-0.2	20	-0.5	2.4	22
55	CCOc1ccc(N2CC(C(=O)NCCCN3CCOCC3)CC2=O)cc1 (stereo not given)	-1	4	3	-1.4	6	-11	1.6	9	0.7	0.1	8
56	Cc1cc(=O)n(C)c(=O)n1CCCCOc1ccc([N+](=O)[O-])cc1	-3	0	9	-2.6	29	1	5.2	12	3.4	4.1	13

# (listing goes on)
item	mol	HTR5A inv ctr	Tat transport	PKA-R1A activ	MOR-DOR ag	Mot1-301 SUMO	PKA-R2B act	AddAB inh	PfHsp90 yeast 2	Ecoli viability	phage Ecoli inh	MOR-DOR inv ag
57	Cc1cc(C)nc(N2CCCC(C(=O)NNC(=O)c3ccncc3)C2)n1 (stereo not given)	-28	2	2	-2.1	-7	-7	0.4	-22	2.6	0.9	11
58	Cc1cc(NC(=O)c2c(F)c(F)c(F)c(F)c2F)no1	-24	1	-10	-1.0	-9	-11	-2.9	2	-0.9	-0.4	6
59	Cc1ccc2c(c1)C(=C(C#N)C#N)C(=O)N2CCN1CCCCC1	13	2	-2	-2.1	-12	-3	-1.8	13	-4.7	2.9	11
60	Cc1cn(C2CCCCO2)c(=O)nc1NO (stereo not given)	0	0	-1	-1.5	.	-2	.	11	.	1.5	7
61	CCCCNC(=O)COC(=O)c1cc(C)nc2ccccc12	-6	-13	-10	-1.0	17	-6	-0.7	.	0.7	1.4	5
62	O=C(C1=C[C@@H](c2ccc(C(F)(F)F)cc2)C[C@@H](OCc2ccc(CO)cc2)O1)N1CCN(Cc2ccc3c(c2)OCO3)CC1	-11	0	-2	3.3	-2	-15	-1.3	3	-0.6	-0.3	-18
